# Compound activity: PubChem BioAssay, The Scripps Research Institute Molecular Screening Center
# DDE Tn6 FP inh – inhibitors of Tn6 peptide binding to fibrin DD(E), primary screen, biochemical, fluorescence polarization, human fibrin, Tn6 probe. Fibrin DD(E) TRITC-Tn6 fluorescence polarization displacement. AID 720509, 2013. Fibrinogen beta chain (Homo sapiens), P02675. hit rate 0.21% among 370,000. inhibition, % at 8.3 µM;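 active = inhibition above a per-campaign cutoff: mean of compounds within control limits plus 3 SD, cut at about 15% in these data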;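 note: 0% = median of all compound wells on the plate and 100% = blocking peptide control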
# UHRF1 MBD2 ctr – UHRF1 methylated DNA binding inhibitors, primary screen, counter-screen for MBD2 inhibitor project, biochemical, TR-FRET, human UHRF1, single concentration | E3 ubiquitin-protein ligase UHRF1 (Homo sapiens), Q96T88 | hit rate 0.75% among 370,000 | UHRF1 binding to methylated oligo | inhibition, % at 4.4 µM; in the data active = inhibition above about 21%;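 note: UHRF1 SRA domain binding a hemimethylated CpG hairpin DNA probe; 0% = median of test compound wells and 100% = reference inhibitor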
# MBD2 inh – inhibitors of MBD2 binding to methylated DNA, primary screen, biochemical, TR-FRET, DNA-binding domain, human. Methyl-CpG-binding domain protein 2 (Homo sapiens), Q9UBB5. MBD2 binding to methylated oligonucleotide. inhibition, % at 4.4 µM. hit rate 0.31% among 370,000; in the data active = inhibition above about 13%
# DDE Tn7 FP inh – inhibitors of Tn7 peptide binding to fibrin DD(E), primary screen, biochemical, fluorescence polarization, human fibrin, Tn7 probe | hit rate 0.13% among 370,000 | inhibition, % at 8.3 µM | FP displacement of FITC-Tn7 peptide from fibrin DD(E); 0% = median of compound wells per plate | Fibrinogen beta chain (Homo sapiens), P02675 | AID 720508, 2013;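 active = inhibition above the mean of compounds falling within the control limits plus 3 SD of them, cut at about 14% in these data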;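 note: 0% = plate median of compound wells and 100% = 10 µM Aha-Tn7 peptide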
#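 Measure: % inhibition scaled between sample-field median and high-control FP; Test system: human fibrin DD(E); Quantity: 2 µM final DD(E) protein; Doses: one dose, 8.3 µM nominal; Schedule: compound with protein 10 min, then 3 h after probe, room temperature; Detection: fluorescence polarization; Medium: Tris buffer with calcium and detergent, pH 7.8.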
# SIAE inh – human SIAE inhibitors, primary screen, biochemical, fluorescence polarization, FP-Rh probe, 1536-well HTS; SIAE FP-Rh probe binding; hit rate 0.69% among 370,000; inhibition, % at 9.66 µM;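 active = inhibition above a cutoff: mean of compounds within the control limits plus 3 SD of those, cut at about 17% in these data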;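 note: 0% = plate median of compound wells and 100% = probe without SIAE protein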
# Target sequence (Q9HAT2 whole entry, looked up): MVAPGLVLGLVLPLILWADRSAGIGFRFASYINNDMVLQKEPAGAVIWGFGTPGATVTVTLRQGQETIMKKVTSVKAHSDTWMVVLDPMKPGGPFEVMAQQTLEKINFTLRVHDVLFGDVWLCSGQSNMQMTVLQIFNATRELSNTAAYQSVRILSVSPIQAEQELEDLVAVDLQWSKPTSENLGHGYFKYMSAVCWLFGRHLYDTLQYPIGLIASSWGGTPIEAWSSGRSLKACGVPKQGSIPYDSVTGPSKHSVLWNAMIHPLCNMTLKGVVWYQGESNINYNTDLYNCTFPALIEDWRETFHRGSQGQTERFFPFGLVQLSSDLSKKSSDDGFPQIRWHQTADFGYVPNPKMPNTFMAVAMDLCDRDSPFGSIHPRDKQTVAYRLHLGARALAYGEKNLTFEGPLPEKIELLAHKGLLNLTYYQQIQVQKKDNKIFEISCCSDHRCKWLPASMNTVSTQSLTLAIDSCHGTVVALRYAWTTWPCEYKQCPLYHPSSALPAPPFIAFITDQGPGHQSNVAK
# proKLK7 act – proKLK7 zymogen activators, primary screen, biochemical, fluorescence intensity. hit rate 0.9% among 370,000. Kallikrein-7 (Homo sapiens), P49862. AID 652039, 2013. activation, % at 7 µM. purified proKLK7, EDANS-DABCYL substrate fluorescence; 100% is mature enzyme control, 0% vehicle;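 active = activation above the mean of all tested compounds plus 3 SD, computed per campaign excluding outliers beyond control limits, cut at about 13% in these data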
# PRMT1 FP inh – PRMT1 methyltransferase inhibitors, primary screen, biochemical, fluorescence polarization | hit rate 1.3% among 370,000 | AID 652257, 2013 | recombinant PRMT1, activity-based probe fluorescence polarization | inhibition, % at 2.79 µM | Protein arginine N-methyltransferase 1 (Homo sapiens), Q99873;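 active = inhibition above about 21% made by adding two undisclosed values, limit read from the data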
# LEDGF integ inh – blockers of LEDGF/p75-dependent integrase strand transfer – biochemical, TR-FRET, high throughput, primary screen. HIV-1 integrase (with human LEDGF/p75). TR-FRET IN-LEDGF/p75 DNA integration, Eu/Cy5. inhibition, % at 3.7 µM. hit rate 0.64% among 370,000;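 active = inhibition above the screen-wide mean plus 3 SD, cut at about 13% in these data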;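 note: signal is the Cy5 over europium emission ratio at 671 and 618 nm; 0% = plate median of compound wells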
# TDP2 absorb – human TDP2 enzyme inhibitors, primary screen, biochemical, epi absorbance, recombinant enzyme. Tyrosyl-DNA phosphodiesterase 2 (Homo sapiens), O95551. T5PNP hydrolysis, p-nitrophenol absorbance 415 nm. inhibition, % at 12.8 µM. hit rate 0.34% among 370,000;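 active = inhibition above the mean of all tested compounds plus 3 SD, set per campaign, cut at about 25% in these data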;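 note: 0% = DMSO with enzyme and 100% = buffer with substrate but no TDP2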
# Target sequence (O95551 whole entry, looked up): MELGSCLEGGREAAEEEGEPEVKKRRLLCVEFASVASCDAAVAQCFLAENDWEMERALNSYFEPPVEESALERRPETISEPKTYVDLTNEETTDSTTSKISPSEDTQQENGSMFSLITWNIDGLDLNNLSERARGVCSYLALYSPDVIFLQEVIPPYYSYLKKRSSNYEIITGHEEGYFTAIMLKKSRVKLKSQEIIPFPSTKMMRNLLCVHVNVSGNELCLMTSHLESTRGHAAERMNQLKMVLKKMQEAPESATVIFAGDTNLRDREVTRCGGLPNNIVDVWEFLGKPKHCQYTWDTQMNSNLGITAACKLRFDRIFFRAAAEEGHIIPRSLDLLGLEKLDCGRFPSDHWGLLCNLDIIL
#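 Read-out basis: percent inhibition. System: recombinant human TDP2. Buffer or medium: Mg2+-containing Tris-HCl buffer, pH 7.5. Repeats: single replicate. Timing: reaction 2 h, 37 °C. Benchmarks: high control without enzyme, low control DMSO plus TDP2. Probe or stimulus: 5 mM T5PNP. Doses: 12.8 µM only. Measured by: epi absorbance of p-nitrophenol freed from T5PNP by hydrolysis.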
# TCR-CD3 inh – inhibitors of human TCR-CD3 interaction, primary screen, biochemical, fluorescence, TAMRA-labeled TCR probe | inhibition, % at 9.4 µM | AID 651800, 2012 | hit rate 0.37% among 360,000 | T-cell receptor (TCR); in the data active = inhibition above about 19%;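 note: recombinant mutant TCR 2C K166C tagged with TAMRA read by polarization; 0% = receptor in buffer alone and 100% = receptor with positive control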
# * hit, by the source's call.
# Every second line gives: UHRF1 MBD2 ctr | proKLK7 act | LEDGF integ inh | PRMT1 FP inh | SIAE inh | TCR-CD3 inh | MBD2 inh | TDP2 absorb | DDE Tn7 FP inh | DDE Tn6 FP inh
COc1ccc(-c2nc(C(F)(F)F)c(OC)o2)cc1OC
 : 1 | 0.2 | 0 | -1 | -6 | 2 | -3 | 0 | -2 | -8
O=C(NCC1CCCO1)c1ccccc1-c1nc(-c2ccccc2Cl)no1 (stereo not drawn)
 : -2 | 0.1 | 4 | -10 | 2 | 2 | -3 | -11 | 0 | 8
Clc1ccc(OCc2nnc(SCc3nnc(-c4ccccc4)o3)o2)c(Cl)c1
 : 2 | 0.5 | -1 | 2 | -6 | -1 | 2 | 0 | 2 | -1
CCOC(=O)[C@H]1[C@H]2COc3cc(OC)ccc3[C@@H]2N2C(=O)c3cc(OC)c(OC)cc3NC(=O)[C@@]12C
 : 0 | 0.9 | 2 | 2 | -1 | 5 | 0 | 9 | -2 | -6
CCOc1ccc(CCNC(=O)CS(=O)Cc2nc(-c3ccccc3C)oc2C)cc1OCC (stereo not drawn)
 : 5 | 0.2 | -6 | 5 | 1 | -1 | 3 | -17 | 1 | 0
COc1cccc(C(=O)Nc2nnc(-c3ccc(Cl)cc3)o2)c1
 : -1 | -0.7 | 5 | 1 | 3 | 4 | -6 | -2 | -8 | 3
Cc1cccc(N(C)C(=O)c2cc(S(=O)(=O)N3CCc4ccccc43)cn2C)c1
 : -1 | 0.6 | 0 | 4 | -1 | 2 | -3 | 3 | 1 | -2
O=C(c1ccc(Cl)cc1)c1cnc(-c2ccccc2)s1
 : 0 | 0.0 | 0 | 1 | 8 | 11 | 0 | -1 | 0 | 7
Nc1cc(S(=O)(=O)Nc2ccccc2Cl)ccc1N1CCOCC1
 : -2 | 0.3 | -2 | 4 | 2 | 3 | 1 | -4 | 1 | -2
COc1ccccc1-c1cc(C(F)(F)F)nc(S(=O)(=O)CCCC(=O)N2CCOCC2)n1
 : -2 | 0.3 | -1 | -1 | 4 | -3 | -2 | 10 | -6 | 1
CCOC(=O)Cc1c(C)c2c(C)nn(-c3ccccc3)c2oc1=O
 : -3 | 0.4 | -1 | -2 | -4 | -1 | -5 | -20 | -6 | 2
COCCn1c(=O)[nH]c2cc(C(=O)NCc3ccccc3)ccc2c1=O
 : 0 | -7.5 | 3 | -1 | -1 | -4 | -3 | -10 | -4 | -1
CC(NCCc1ccc(S(N)(=O)=O)cc1)C(=O)NCc1ccccc1 (stereo not drawn)
 : 1 | 0.2 | -1 | -3 | -2 | 5 | 3 | 2 | 2 | 2
Nc1cc(N)nc(SCCN2CCCCC2)n1
 : -1 | -0.2 | -1 | 2 | -3 | -3 | 2 | 9 | 12 | 0
Nc1nnc(SCCN2C(=O)c3ccccc3S2(=O)=O)s1
 : 0 | -0.2 | -2 | -2 | 1 | -2 | -1 | -10 | 1 | 6
COc1ccc(S(=O)(=O)NCc2ccccn2)cc1C
 : 2 | 0.0 | -2 | -1 | 3 | -2 | -5 | -5 | -6 | 2
C[C@H](CO)N1C[C@H](C)[C@@H](CN(C)S(=O)(=O)c2cn(C)cn2)Oc2c(NC(=O)Nc3ccc(C(F)(F)F)cc3)cccc2C1=O
 : -1 | 0.2 | -1 | -1 | 1 | -1 | 1 | 1 | 7 | 1
CCCOC1CCCN(C(=O)CCc2nnc(-c3ccc4c(c3)OCO4)o2)C1 (stereo not drawn)
 : 16 | 0.0 | -5 | 1 | 4 | 0 | -1 | -1 | -6 | -2
O=C(COC(=O)c1cc(S(=O)(=O)N2CCCC2)ccc1O)Nc1ccc(S(=O)(=O)N2CCOCC2)cc1
 : 2 | 0.0 | -1 | -1 | -3 | 3 | -1 | -4 | -3 | 6
CN(C)c1ccc(/C=C/c2nc3ccccc3c(=O)n2-c2ccc(C(=O)O)cc2)cc1
 : -11 | -1.9 | 2 | -7 | -8 | 0 | -2 | -9 | -58 | -2
CC(=O)Nc1cc2cc(NS(=O)(=O)c3ccc(C)cc3)ccc2oc1=O
 : 3 | 0.2 | 2 | -3 | 2 | -13 | 3 | -11 | -3 | -9
CCC(=O)Nc1ccc2c(c1)Cc1cc([N+](=O)[O-])ccc1-2
 : -6 | 0.5 | -1 | -1 | 1 | -3 | 0 | -1 | -4 | 1
O=C(COC(=O)CC1SC(N2CCCC2)=NC1=O)Nc1c(F)c(F)c(F)c(F)c1F (stereo not drawn)
 : 1 | -0.3 | -5 | 1 | 1 | -5 | 4 | 4 | 12 | 10
Fc1ccc(C(c2nnnn2C2CCCC2)N(Cc2ccco2)CC2CCCO2)cc1 (stereo not drawn)
 : 2 | 0.2 | -1 | -1 | -4 | -6 | -7 | -22 | -7 | 1
O=C(NNC(=O)c1cccc2ccccc12)c1ccc(Br)cc1
 : 1 | 7.4 | 5 | -3 | 6 | 3 | -3 | -4 | -3 | 11
CC1(C)ON(C2CCCCC2)[C@H]2c3nc4ccccc4n3C[C@H]21
 : -4 | 0.4 | 0 | 1 | 0 | 12 | -1 | 7 | -5 | -2
COc1ccc(NS(=O)(=O)c2ccc(NC(=S)NC(=O)c3ccc(Br)cc3)cc2)nn1
 : 0 | 0.5 | 2 | -5 | 0 | 0 | 4 | 2 | 5 | 2
CCC1CCCCN1S(=O)(=O)c1ccc(C(=O)N(CCCN(C)C)c2nc3cc4c(cc3s2)OCO4)cc1 (stereo not drawn)
 : 0 | -0.1 | 1 | -3 | -3 | -3 | -3 | -2 | 0 | 0
CC1=CN2C(=N)/C(=C/c3ccc(C)o3)C(=O)N=C2S1
 : -2 | -0.4 | 3 | -2 | -13 | -5 | -5 | -3 | -4 | -1
COc1ccc(CNC(=O)COC(=O)c2c(-c3c(F)cccc3Cl)noc2C)cc1OC
 : 1 | 0.1 | -5 | 0 | -1 | 3 | -2 | -4 | 2 | 2
CC(=O)NC(CC(=O)N(Cc1ccccc1)c1ccc(C)cc1)c1ccccc1 (stereo not drawn)
 : -1 | 0.0 | 2 | -2 | 10 | -1 | 3 | 4 | -4 | -2
O=S(=O)(/N=C(\c1ccccc1)N1CCOCC1)c1ccc(Cl)cc1
 : 0 | 0.5 | 3 | 0 | -5 | 2 | 7 | -1 | 0 | -6
CCN1C(=O)CC(N2CCN(c3ccc(OC)cc3)CC2)C1=O (stereo not drawn)
 : -2 | 0.4 | 3 | -2 | 9 | 2 | -2 | 19 | -7 | 0
O=[N+]([O-])c1cc2c(c(CSc3nnc4ccccn34)c1)OCOC2
 : 2 | 0.8 | -4 | 3 | 7 | 0 | 4 | -1 | -1 | -3
CCC(C)(C(=O)NC1CCCCC1)N(Cc1ccco1)C(=O)CC1NC(=O)NC1=O (stereo not drawn)
 : 1 | 0.2 | -2 | -1 | -2 | -1 | -2 | -6 | -2 | -4
COc1ccc(OC)c(/C=C/C(=O)Oc2ccc(C(C)=O)cc2)c1
 : 1 | 15* | 5 | -3 | 1 | 8 | -5 | -4 | 3 | -1
CCCc1nc2oc3c(OCC)ncnc3c2c2c1COC(C)(C)C2
 : 3 | 0.6 | 0 | -2 | -3 | -1 | 5 | 1 | 1 | 2
O=C(NC(=S)Nc1ccccc1N1CCOCC1)c1cccs1
 : 2 | -0.3 | 4 | -1 | 8 | -4 | -1 | 0 | 4 | 3
CCc1cc2cc(C(=O)N3CCN(c4ccccc4)CC3)sc2s1
 : 1 | -1.1 | 0 | -1 | 5 | 1 | -4 | 3 | -3 | -5
Cn1c(CCNC(=O)c2ccco2)nc2cc(NS(=O)(=O)c3ccccc3)ccc21
 : 1 | -0.1 | -1 | -2 | -2 | -1 | 4 | 3 | 0 | -3
O=C(Nc1ccc(S(=O)(=O)Nc2ncccn2)cc1)C1CC(=O)N(c2ccccc2)C1 (stereo not drawn)
 : 1 | -0.4 | -1 | -5 | 1 | -2 | -2 | -9 | -13 | -3
Cc1ccccc1NC(=O)CN1C(=O)N/C(=C\c2ccccc2OCc2ccc(C(=O)O)cc2)C1=O
 : 5 | 2.5 | 2 | 9 | -53 | 0 | 3 | -8 | 0 | -4
COC(=O)c1ccccc1NC(=O)COC(=O)C1CCCCC1
 : 5 | -0.3 | -2 | 6 | -6 | -4 | 6 | -7 | 0 | -2
O=C(Nc1cccc(NC(=O)c2ccccc2[N+](=O)[O-])c1)c1ccccc1Cl
 : -4 | -0.4 | 1 | -1 | -8 | 3 | 3 | 9 | -1 | -2
CN1CCC(N(C)S(=O)(=O)c2ccc(NC(=O)Cc3ccc(F)cc3)cc2)CC1
 : 18 | 0.3 | 0 | 4 | -1 | -3 | 6 | -2 | 1 | 5
COc1ccc(N(CC(=O)NCCC2=CCCCC2)S(C)(=O)=O)cc1OC
 : -4 | 0.4 | 1 | 0 | 3 | -5 | 1 | 13 | -10 | 5
CCn1c(=NC(=O)C2COc3ccccc3O2)sc2c(C)ccc(OC)c21 (stereo not drawn)
 : 0 | -0.1 | 3 | -2 | -3 | 1 | 1 | -10 | -2 | -7
COCCNC(=O)c1ccccc1NS(=O)(=O)c1ccc(C)c([N+](=O)[O-])c1
 : -1 | 0.0 | -1 | -2 | 5 | 6 | 0 | 7 | 1 | 4
COc1ccc(C(=O)N/N=C(/C)c2cccc(NC(=O)c3ccncc3)c2)cc1OC
 : -1 | 0.4 | -1 | -1 | -1 | -3 | -3 | -15 | 0 | 3
CC(=O)C1=C(NC(=O)c2ccccc2F)C[C@@H]2[C@H]1C2(C)C
 : -2 | 0.3 | 1 | 1 | -3 | 7 | -5 | -4 | -3 | 4

# Not a hit list; 4.6% or so of the library scored in one or more.
